Assay outcomes (PubChem BioAssay)
bovine MsrA act: activates bovine MsrA enzyme. activation, % at 10.6 µM. AID 602163. hit rate 0.3% among 360,000. purified bovine MsrA, absorbance read-out; in the data active means activation above about 7.5%;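 further: 0% = vehicle and 100% = reference activator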
Neddylation inh: inhibitors of human cullin neddylation. P61081+Q13564. TR-FRET cullin neddylation, biochemical. calls only at 25 µM. hit rate 0.58% among 360,000; in the data active means inhibition above about 36%
eLon inh: inhibits E. coli Lon protease; P0A9M0; purified E. coli Lon protease, fluorescence polarization; inhibition, % at 7.94 µM; hit rate 0.42% among 360,000; in the data active means inhibition above about 13%, passing the limit was not always enough;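 further: 0% = enzyme with probe and DMSO and 100% = no enzyme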
MsrA inh: inhibits bovine methionine sulfoxide reductase A | purified bovine MsrA, absorbance read-out | inhibition, % at 15.5 µM | hit rate 0.75% among 360,000; in the data active means inhibition above about 4.5%;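 further: 0% = vehicle wells with enzyme and 100% = reference inhibitor wells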
TbMetRS inhib: Trypanosoma brucei MetRS inhibition | hit rate 0.4% among 360,000 | inhibition, % at 11.9 µM | purified T. brucei MetRS, ATP depletion, Kinase-Glo luminescence;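 active means inhibition above a per-plate cutoff of the control wells' mean inhibition plus 3 SD, cut at about 5.5% in these data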;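 further: 0% = DMSO wells median and 100% = median of wells with control inhibitor compound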
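Assay system: T. brucei methionyl-tRNA synthetase, purified | Medium: HEPES buffer with MgCl2, KCl, DTT, spermine, BSA, pyrophosphatase | Compound: 11.9 µM single point | Incubation: 15 min enzyme-compound preincubation, 2 h reaction, 10 min detection, 25 °C | Measured by: Kinase-Glo luciferase luminescence reporting remaining unconsumed ATP | Measure: % inhibition normalized to control-well medians | Replication: Singlicate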
FAS TE block: inhibitors of human fatty acid synthase thioesterase domain | inhibition, % at 15 µM | AID 602261 | P49327 | hit rate 0.67% among 360,000 | recombinant FAS-TE, OMFH fluorogenic substrate, fluorescence endpoint;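 active means compounds whose normalised, plate-corrected inhibition of enzyme fluorescence in the single-dose primary screen is 50% or more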;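 further: 0% = DMSO with enzyme and 100% = substrate without enzyme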
MLLE-PAM2 inh: blocks PAM2 peptide binding to the PABP1 MLLE domain; inhibition, % at 20 µM; hit rate 0.36% among 360,000; P11940; GST-MLLE / FITC-PAM2 fluorescence polarization; in the data active means inhibition above about 35%, passing the limit was not always enough;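 further: plate controls were DMSO wells with GST-MLLE for no effect and wells lacking GST-MLLE protein for full effect; some results filed as inactive read as strong as hits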
CSN inh: CSN deneddylation inhibition | Purified CSN, SCF-Nedd8-OG deneddylation, fluorescence polarization | inhibition, % at 12.5 µM | hit rate 0.38% among 360,000;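 active means pattern-corrected inhibition above about 35%, with an unprinted fluorescence ratio check between 0.5 and 1.5, limit read from the data, passing the limit was not always enough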;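 further: 0% = enzyme with substrate and 100% = substrate without enzyme; some results filed as inactive read as strong as hits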
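Test system: Human Csn5 produced in HEK293T cells | Compound: 12.5 µM single point | Times: 90 min, room temperature | Signal: Fluorescence polarization readout | Read-out basis: % inhibition of substrate cleavage by Csn5 | Controls: no-enzyme wells high, enzyme-with-substrate wells low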
Rin1 Abl inh: blocks binding of human Rin1 to Abl | TR-FRET Rin1/Abl binding, biochemical | inhibition, % at 7.35 µM | hit rate 0.4% among 360,000; in the data active means inhibition above about 5%, passing the limit was not always enough
Starred values were filed as active, the others as inactive; i = inactive; x = no result given.

SMILES | bovine MsrA act | Neddylation inh | eLon inh | MsrA inh | TbMetRS inhib | FAS TE block | MLLE-PAM2 inh | CSN inh | Rin1 Abl inh
CC(/C=N/NC(=O)CSc1ccccn1)=C\c1ccc(C(C)C)cc1 | -6 | i | -5 | -0.8 | -0.8 | -53 | 28 | 1 | -3
COc1cccc(/C=C/C(=O)Nc2ccc3c(c2)OCCO3)c1OC | -3 | i | -3 | 1.9 | -0.8 | 13 | 3 | -1 | -1
O=[N+]([O-])c1cc(Cl)cc(/C=N/NC(=S)Nc2ccc(S(=O)(=O)N3CCOCC3)cc2)c1O | -3 | i | -4 | 2.6 | 0.7 | 28 | 11 | 1 | -3
CC(=O)c1ccc(NC(=S)N2CCN(c3cccc(Cl)c3)CC2)cc1 | -3 | i | -7 | 0.4 | 1.6 | 1 | -50 | 0 | 1
Cc1ccc(NC(=O)c2ccccc2NC(=O)CCC(=O)O)cc1 | 0 | i | 9 | 1.8 | 0.5 | -9 | -7 | -6 | -1
CCOC(=O)c1ccc(NC(=O)c2cccc(C)c2[N+](=O)[O-])cc1 | -4 | i | 5 | 2.0 | -0.6 | 13 | 12 | 2 | -3
CCOCCCNC(=O)C(c1ccc(Cl)cc1)N(Cc1ccc2c(c1)OCO2)C(=O)CNC(C)=O (stereo not drawn) | -6 | i | 2 | 0.8 | -0.8 | -4 | 5 | 1 | 0
Cc1ccc(C(=O)Nc2c(C#N)c(C)c(C)n2Cc2ccccc2)cc1 | -2 | i | 10 | -0.4 | -0.7 | 18 | -1 | -4 | -2
COc1nnc(-c2ccc(N3CCOCC3)c(NC(=O)c3ccco3)c2)c2ccccc12 | 0 | i | 7 | 0.8 | 0.1 | -2 | -12 | 3 | 4
Cn1c(=O)c2c(nc(NCCOc3ccc(C(C)(C)C)cc3)n2C)n(C)c1=O | 0 | i | -1 | -0.1 | -0.6 | 42 | 4 | -11 | -3
CN(Cc1ccccn1)Cc1nc(Cc2ccccc2Cl)no1 | -5 | i | 1 | 2.0 | -0.6 | -6 | 12 | -1 | 4
Cn1nc(C(F)(F)F)c2cc(C(=O)Nc3ccc(F)c(Cl)c3)sc21 | -10 | i | 2 | -1.0 | -0.8 | 36 | -10 | -2 | 2
O=C(O)[C@@H](c1ccccc1)N1Cc2ccccc2C1=O | -12 | i | -12 | 0.5 | -1.5 | -5 | -10 | 0 | 5
Cc1ccc(C)c(CN2C(=O)CSc3ccc(C(=O)N4CCCC4)cc32)c1 | -1 | i | 5 | -0.9 | 0.1 | 0 | 1 | 2 | 1
Cc1ccc(NC(=S)NNC(=O)c2cn(C)nc2C)cc1 | -9 | i | -5 | -0.7 | -0.3 | -8 | -21 | -6 | -2
O=C(OCc1csc(-c2ccccc2)n1)c1ccccc1O | -1 | i | 3 | -1.0 | 0.1 | 13 | 3 | -5 | 1
COc1cc2[nH]c(C(=O)NCC3CCCO3)cc2c(OC)c1OC (stereo not drawn) | 0 | x | 2 | 0.2 | -0.1 | -3 | 3 | -2 | 0
O=C1NC(=O)/C(=C\c2ccc(Cl)nc2)S1 | -5 | i | 2 | 2.4 | -0.6 | -7 | 4 | -3 | 1
COc1nccnc1NS(=O)(=O)c1ccc(NC(=S)NC(=O)c2ccc(F)c(F)c2)cc1 | 1 | i | -6 | -0.7 | -0.1 | -10 | 35 | 0 | 1
CCOC(=O)Nc1c(Cl)n(C)c(=O)n(C)c1=O | -1 | i | -6 | -0.6 | -0.7 | -8 | -28 | 0 | 7
Cc1c(C(=O)N2CC(C)OC(C)C2)[nH]c2ccc(Br)cc12 (stereo not drawn) | 0 | i | -3 | 0.3 | -0.6 | 0 | -13 | -3 | -8
CCc1nnc(NC(=O)CN2CCN(Cc3ccc(C)cc3)CC2)s1 | -11 | i | 16 | -0.4 | -1.3 | -8 | 1 | 0 | 3
CCC1CCCCN1C(=O)c1cccc(S(=O)(=O)Nc2cc(C(F)(F)F)ccc2Cl)c1 (stereo not drawn) | 0 | i | -10 | -1.1 | -0.5 | 6 | 6 | -13 | -2
CC(=O)c1sc(NC(=O)c2cc(-c3ccccc3)nn2-c2ccccc2)nc1C | -1 | i | -2 | 0.8 | 0.2 | 50 | -14 | 4 | -3
O=[N+]([O-])c1ccccc1N/N=C/c1ccccc1 | 0 | i | 1 | -0.1 | 0.6 | -2 | 2 | -1 | -3
O=C(CCCN=C1NS(=O)(=O)c2ccccc21)OCc1cc([N+](=O)[O-])cc2c1OCOC2 | -4 | i | 6 | -0.5 | -0.3 | 12 | -9 | -4 | -3
Cc1cc(C(=O)c2ccc3ccccc3c2)c(C)o1 | -1 | i | 0 | -0.8 | 0.8 | 22 | 1 | 0 | -2
Cc1ccc(Nc2nc3c([nH]2)c(=O)n(C)c(=O)n3C)cc1 | 2 | i | -9 | -0.3 | 0.6 | -7 | -4 | -3 | 1
Cc1ccc(S(=O)(=O)N(C)c2ccc(OCC(=O)OCc3ccc(C#N)cc3)cc2)cc1 | -4 | i | -2 | 7.1* | 0.1 | 26 | -1 | 0 | 3
CC(=O)Oc1ccc(C(=O)Nc2ccccc2C(=O)N2CCCCC2)cc1 | -4 | i | -2 | -0.7 | -0.5 | -6 | -7 | -1 | 4
OC1(c2cccc(F)c2)CCN(Cc2ccncc2)CC1 | -2 | i | 10 | 0.8 | 0.0 | -6 | -2 | -3 | -1
COCCn1c(SCC(=O)Nc2ccccc2)nnc1-c1ccoc1C | -4 | i | 0 | 1.8 | -0.6 | -1 | 3 | -2 | 0
Oc1c(Br)cc(Br)cc1C=Nc1cccnc1 | 2 | i | 19 | -1.2 | 0.4 | -3 | 39* | 0 | -1
CC1(C)OC(=O)C(=NNc2ccccc2[N+](=O)[O-])C(=O)O1 | -4 | i | -2 | 1.3 | -0.1 | -4 | -8 | -2 | -7
Cc1onc(-c2ccccc2Cl)c1C(=O)NCc1ccccn1 | -5 | i | -5 | 0.5 | -0.7 | -9 | 1 | -1 | -4
CCOC(=O)CNS(=O)(=O)c1ccc(S(=O)(=O)NC2CC2)cc1 | 1 | i | -7 | -0.6 | -0.1 | -4 | -9 | 3 | -2
O=C(c1cc(Cl)ccc1Cl)N1CCc2ccccc21 | -3 | i | -7 | -0.8 | -0.5 | 4 | 0 | 1 | -2
Cc1c(Cl)cccc1NC(=O)CCN1C(=O)C2CC=CCC2C1=O (stereo not drawn) | -2 | i | 0 | -0.6 | 0.3 | -4 | 2 | -3 | -1
CC(C)(C)CC(C)(C)N1CNC(=S)NC1 | -3 | i | 6 | 0.5 | -0.8 | -3 | -109 | 1 | -1
O=C(Cn1ccn(-c2ccc(F)c(F)c2)c(=O)c1=O)NCCc1ccccc1 | -8 | i | 4 | 1.9 | -0.4 | -6 | 10 | 1 | 1
CC(C)NS(=O)(=O)c1ccc(OCC(=O)N2CCN(c3ccccc3)CC2)cc1 | -1 | i | -9 | 0.5 | -0.1 | 0 | -16 | -4 | 2
O=C1c2ccccc2C(=O)C1c1ccc(Br)cc1 | 0 | i | 0 | 0.2 | -0.4 | -2 | 6 | 2 | 2
COCCN(C(=O)C(C)N1C(=O)c2ccccc2C1=O)c1c(N)n(CC(C)C)c(=O)[nH]c1=O (stereo not drawn) | -1 | i | 3 | -0.5 | -0.2 | -5 | 6 | 8 | -3
O=C(O)CNc1nc(-c2ccccc2)nc2ccccc12 | -2 | i | 3 | 0.3 | 0.1 | -6 | 12 | -2 | -3
Cc1cccc(C)c1OCCSc1nc2ccccc2n1CC(=O)O | -4 | i | -4 | 0.1 | -0.5 | 6 | -1 | 1 | 1
CCOc1ccc(NC(=O)CCS(=O)(=O)c2ccc3c(c2)CCCN3C(=O)CC)cc1 | 1 | i | -2 | -1.4 | -0.4 | -1 | 0 | -1 | -2
CC1(C)OC(=O)C(=NNc2ccc(Br)cc2)C(=O)O1 | -6 | i | 20 | 2.7 | -0.2 | -7 | 0 | -10 | -3
FC(F)(F)C1=Nc2cccc3cccc(c23)N1 | -5 | i | -11 | 1.1 | 0.0 | 1 | 1 | 12 | 1
Cc1ccc(-c2nn(-c3ccccc3)cc2CO)o1 | -2 | i | -6 | -0.3 | -0.8 | -4 | 7 | 1 | -2
N#CCCn1cc(C(=O)NCc2ccccc2)c(-c2cccs2)n1 | -3 | i | -6 | -0.3 | -0.2 | 2 | 16 | -1 | 0
COc1ccc2c(CC(=O)OCC(=O)Nc3ccccc3[N+](=O)[O-])coc2c1 | -3 | i | -8 | 0.1 | -0.6 | 24 | 4 | 5 | 4
COc1ccc(NC(=O)C2(N(CC(C)C)C(=O)Cn3nnnc3N)CCCCC2)cc1 | -4 | i | -5 | 2.5 | 0.8 | -9 | -1 | 0 | 1
Nc1nonc1-n1nnc(C(=O)N/N=C/c2cccs2)c1-c1ccc2c(c1)OCO2 | -2 | i | -1 | 3.2 | -0.8 | 1 | -6 | -1 | -1
O=C(CSc1nnnn1-c1ccccc1)Nc1ncc(Cc2ccccc2Cl)s1 | -4 | i | -9 | 0.1 | 0.7 | 2 | -6 | 2 | 4
COc1ccc(CCNC(=O)CS(=O)(=O)Cc2nc(-c3ccc(C)cc3)oc2C)cc1OC | -4 | i | 1 | 0.7 | -0.2 | 2 | -6 | 2 | 1
CC(=O)c1c(C)[nH]c(C(=O)OC(C)C(=O)Nc2cc(S(=O)(=O)N3CCCCC3)ccc2Cl)c1C (stereo not drawn) | -5 | i | 4 | -2.0 | -0.9 | -8 | -17 | -2 | -2
CCOC(=O)Cc1nnc(NC(=O)CSc2nnc3c4ccccc4n(C)c3n2)s1 | -9 | i | 0 | 2.0 | -1.4 | 4 | -2 | 7 | -12
CC1(C)Cc2ccccc2C(=NC(Cc2c[nH]c3ccccc23)C(=O)O)N1 (stereo not drawn) | -2 | i | -3 | -0.1 | -0.2 | -4 | 5 | 4 | 1
CC(C)n1c(C(F)(F)F)nc2cc(C(=O)N3CCCCC3)ccc21 | -10 | i | -2 | 0.1 | -0.3 | -6 | -15 | 2 | -1
COc1ccccc1N1CCN(C(=O)CSc2nc(C)cc(=O)[nH]2)CC1 | -10 | i | -6 | -0.6 | -0.8 | -6 | 0 | 8 | -1

Profiles as entered above. Order of screens: bovine MsrA act	Neddylation inh	eLon inh	MsrA inh	TbMetRS inhib	FAS TE block	MLLE-PAM2 inh	CSN inh	Rin1 Abl inh
FC(F)(F)C1=Nc2cccc3cccc(c23)N1 is listed as -5	i	-11	1.1	0.0	1	1	12	1
CC(C)NS(=O)(=O)c1ccc(OCC(=O)N2CCN(c3ccccc3)CC2)cc1 is listed as -1	i	-9	0.5	-0.1	0	-16	-4	2
O=C(O)CNc1nc(-c2ccccc2)nc2ccccc12 is listed as -2	i	3	0.3	0.1	-6	12	-2	-3
CC(C)n1c(C(F)(F)F)nc2cc(C(=O)N3CCCCC3)ccc21 is listed as -10	i	-2	0.1	-0.3	-6	-15	2	-1

Other compounds follow:
SMILES | bovine MsrA act | Neddylation inh | eLon inh | MsrA inh | TbMetRS inhib | FAS TE block | MLLE-PAM2 inh | CSN inh | Rin1 Abl inh
O=C1C(C=NC2CC2)=C(O)c2ccccc21 | 1 | i | -7 | 4.2 | -0.8 | -4 | -16 | 2 | 1
O=C(c1cc(COc2c(F)cccc2F)on1)N1CCC(c2ccncc2)CC1 | -1 | i | -2 | -1.9 | -0.5 | -1 | 1 | -3 | 0
COC(=O)c1ccc(/C=N/OCC(=O)NCCc2ccc(OC)c(OC)c2)cc1 | 0 | i | -5 | -0.7 | 0.4 | -4 | -3 | -14 | -1
Cc1ccc2nc(-c3ccc(NC(=O)C(C)N4C(=O)c5ccccc5C4=O)cc3)sc2c1 (stereo not drawn) | -3 | i | -4 | 0.0 | 0.3 | 29 | -12 | -1 | 1
